ABCG2 block: inhibitors of human ABCG2 transporter, ABCB1 counter-screen; Q9UNQ0; IgMXP3 cells, JC-1 efflux, flow cytometry; inhibition, % at 6.6 µM; 190,000 compounds, 0.1% hits;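 active = inhibition above 80%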;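 also: 0% = DMSO and 100% = nicardipine control wells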
Target sequence (Q9UNQ0 whole entry, looked up): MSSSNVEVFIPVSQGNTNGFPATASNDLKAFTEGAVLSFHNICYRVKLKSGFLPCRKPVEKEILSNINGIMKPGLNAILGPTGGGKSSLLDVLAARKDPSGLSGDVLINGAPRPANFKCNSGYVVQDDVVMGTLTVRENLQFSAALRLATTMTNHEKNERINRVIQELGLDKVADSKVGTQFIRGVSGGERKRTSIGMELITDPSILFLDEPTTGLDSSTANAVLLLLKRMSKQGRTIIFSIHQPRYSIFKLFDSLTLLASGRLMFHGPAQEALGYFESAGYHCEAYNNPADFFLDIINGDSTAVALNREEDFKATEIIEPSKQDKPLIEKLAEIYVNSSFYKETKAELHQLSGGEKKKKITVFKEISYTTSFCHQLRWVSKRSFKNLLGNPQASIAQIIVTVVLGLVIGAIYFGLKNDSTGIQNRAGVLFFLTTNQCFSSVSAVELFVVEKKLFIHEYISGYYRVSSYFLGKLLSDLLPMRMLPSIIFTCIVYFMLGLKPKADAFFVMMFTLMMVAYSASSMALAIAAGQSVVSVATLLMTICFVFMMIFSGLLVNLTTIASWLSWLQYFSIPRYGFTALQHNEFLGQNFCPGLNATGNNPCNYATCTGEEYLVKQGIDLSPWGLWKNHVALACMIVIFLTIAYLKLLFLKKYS
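Test system: IgMXP3 cells (ABCG2) mixed with DDAO far-red-labelled CCRF-Adr cells (ABCB1). Reagent: JC-1 transporter substrate. Compound dosing: single test compound dose, 6.6 µM final. Times: 10 min compound exposure, 25 °C. Detection: flow cytometry of retained JC-1 fluorescence. Read-out basis: efflux inhibition in percent versus controls. Controls: nicardipine and DMSO wells.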
Bim-Bcl-XL: disrupts Bim peptide binding to human Bcl-XL | 190,000 compounds, 0.04% hits | bead flow cytometry, fluorescence | inhibition, % at 10 µM | Q07817
RGS8-Gao: regulators of human RGS8-Galphao interaction | multiplexed bead flow cytometry, RGS8-Galphao binding; actives lie on both sides | response (percent of control binding), % at 10 µM | 220,000 compounds, 0.34% hits | AID 1423; in the data active = response below about 60% or above about 140%; inactive = in between;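 also: Galphao activated as the GDP aluminium fluoride complex binding bead-coupled RGS8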
Bim-Mcl-1: inhibitors of Bim-Mcl-1 interaction, human; Q07820; Bead-based flow cytometry, Bim peptide-Mcl-1 binding; inhibition, % at 10 µM; 190,000 compounds, 0.1% hits; AID 1009;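 also: 0% = no compound tracer wells and 100% = peptide blocker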
Target sequence (Q07820 whole entry, looked up): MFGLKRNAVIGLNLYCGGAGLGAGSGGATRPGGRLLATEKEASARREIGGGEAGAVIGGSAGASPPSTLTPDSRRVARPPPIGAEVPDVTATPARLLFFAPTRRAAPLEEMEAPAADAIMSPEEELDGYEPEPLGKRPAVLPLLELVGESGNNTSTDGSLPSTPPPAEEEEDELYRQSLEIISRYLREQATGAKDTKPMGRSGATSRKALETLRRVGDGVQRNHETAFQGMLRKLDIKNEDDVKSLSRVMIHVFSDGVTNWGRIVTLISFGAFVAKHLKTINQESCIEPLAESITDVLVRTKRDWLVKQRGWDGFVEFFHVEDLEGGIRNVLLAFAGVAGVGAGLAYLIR
RGS7-Gao: human RGS7-Galphao interaction regulation | AID 1439 | binding response (% of control), % at 10 µM | P09471 | Multiplexed bead flow cytometry, RGS7-Galphao binding; actives lie on both sides | 220,000 compounds, 0.35% hits; in the data active = binding response below about 49% or above about 150%; inconclusive = no clear call, values can overlap the other calls; inactive = in between;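 also: fluorescent Galphao held in activated GDP-AlF4 state binding bead-coupled RGS7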
Bim-Bfl-1: inhibitors of Bim-Bfl-1 interaction, human. Bead-based flow cytometry, Bim-Bfl-1 binding inhibition. inhibition, % at 10 µM. 190,000 compounds, 0.12% hits. AID 1008;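 also: 0% = wells without compound plus tracer and 100% = blocker peptide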
RGS4-Gao reg: modulates binding of RGS4 to human Galphao; P09471; Multiplexed bead flow cytometry; actives lie on both sides; binding response (% of control), % at 10 µM; 220,000 compounds, 0.33% hits; AID 1415; in the data active = binding response below about 49% or above about 150%; inactive = in between;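 also: fluorescent Galphao activated with aluminum fluoride binding bead-coupled RGS4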
Bim-Bcl-W: inhibitors of Bim-Bcl-W interaction, human; Q92843; bead-based flow cytometry, Bim peptide-Bcl-W binding; inhibition, % at 10 µM; 190,000 compounds, 0.02% hits;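 also: 0% = bound tracer without compound and 100% = peptide blocker; higher means less fluorescent Bim peptide bound to Bcl-W beads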
Bcl-2 Bim block: human Bim-Bcl-2 interaction inhibition | inhibition, % at 10 µM | AID 950 | Bead-based flow cytometry, Bim peptide-Bcl-2 binding | P10415 | 190,000 compounds, 0.06% hits; in the data active = inhibition above about 40%; inconclusive = no clear call, values can overlap the other calls;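 also: 0% = no compound wells with probe peptide and 100% = reference peptide inhibitor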
ABCB1 block: blocks JC-1 efflux by human ABCB1 transporter; AID 1326; CCRF-Adr cells, flow cytometry; inhibition, % at 6.6 µM; 190,000 compounds, 0.067% hits; P08183; in the data active = inhibition above about 40%;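 also: 0% = vehicle and 100% = reference inhibitor; higher value means more JC-1 retained so stronger ABCB1 efflux block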
Bcl-B Bim block: inhibitors of Bim-Bcl-B interaction, human | bead-based flow cytometry, Bim peptide-Bcl-B binding | inhibition, % at 10 µM | 190,000 compounds, 0.073% hits;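 also: 0% = tracer peptide without compound and 100% = reference inhibitor peptide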
Numbers without * were called inactive; ? = inconclusive; · = no result given. Rule as the data show it, unless noted: active = inhibition above about 40%.

SMILES	ABCG2 block	Bim-Bcl-XL	RGS8-Gao	Bim-Mcl-1	RGS7-Gao	Bim-Bfl-1	RGS4-Gao reg	Bim-Bcl-W	Bcl-2 Bim block	ABCB1 block	Bcl-B Bim block
CC(C)NC(=O)Nc1cccs1	16	-3	100	-1	100	-16	100	2	-3	1.4	-3
CC(=O)N1CC2([N+](=O)[O-])CN(C(C)=O)CC([N+](=O)[O-])(C1)C2(C)C	0	1	126	3	111	3	108	1	0	0.0	2
O=C(COc1cccc2ccccc12)N1CCN(c2ccccc2)CC1	2	-4	102	2	106	-11	105	0	0	0.4	0
CC(C)(C)OC(=O)N1CCC(c2c(C(=O)O)cnn2-c2ccccc2Cl)CC1	-1	-11	98	-6	101	-19	101	-2	-11	2.1	-11
Cc1cc(C)c2c(=O)[nH]c(SCC(=O)N3CCOCC3)nc2n1	0	-3	98	0	91	-10	92	-2	-2	0.2	-4
CC(CN1CCCCC1)OC(=O)c1ccc2c(c1)OCO2 (stereo unspecified)	0	-1	103	-2	103	-1	98	0	0	0.3	-1
Cc1cccc(OCCNc2ccc(C(F)(F)F)cc2[N+](=O)[O-])c1	12	-8	101	-7	104	-2	103	-3	-2	1.3	-8
O=C(O)c1ccc(Nc2nc3c(s2)CCCC3)cc1	-1	-1	99	1	90	5	94	0	6	0.6	-6
CSCCC(NC(=O)C1CCC(C)CC1)C(=O)NCCN1CCOCC1 (stereo unspecified)	1	-8	104	-6	103	-8	100	-1	-8	0.1	-11
Cc1cccc(NC(=S)NC2CC3CCCC(C2)N3Cc2cccs2)c1 (stereo unspecified)	8	-1	100	-1	100	0	98	0	0	1.9	-3
CCCn1c(SCC(=O)N2CCN(c3ccc(OC)cc3)CC2)nc2c1c(=O)n(C)c(=O)n2C	3	0	101	-1	100	0	99	0	0	0.6	-3
Cc1ccc(SC(C)C(=O)Nc2ncn[nH]2)cc1 (stereo unspecified)	3	-14	101	-3	104	-12	103	-2	-10	0.7	-11
CCc1ccc(NC(=O)/C(C#N)=C/c2cc3ccc(C)cc3nc2N2CCOCC2)cc1	·	-6	92	1	97	0	93	-1	0	2.5	-24
CN(c1ccccc1)S(=O)(=O)c1ccc(C(=O)N2CCc3ccccc3C2)cc1	0	1	111	0	114	1	116	2	3	0.5	-1
O=C(CCN1C(=O)c2cccc3cccc(c23)C1=O)N1CCN(c2ccccc2F)CC1	3	-1	101	-1	97	-4	101	-3	-2	-0.2	-4
O=C1NC2(CCCCC2)C(=O)N1c1ccccc1	3	-1	101	0	100	-14	101	-1	-7	0.3	-4
CCCCn1c(CCC(=O)O)ccc1-c1cccs1	2	0	104	1	95	-7	107	1	-7	0.3	-5
O=C(Nc1ccc2c(c1)OCO2)C1CCCN(c2nc3ccccc3s2)C1 (stereo unspecified)	53	2	96	2	95	4	96	3	0	4.1	5
O=[N+]([O-])c1cc(Oc2cccnc2)cc([N+](=O)[O-])c1	1	-6	101	-6	98	0	101	-3	-2	0.2	-9
O=C(c1ccccc1)c1ccc(COC(=O)c2cnccn2)cc1	2	-5	103	-1	?	-4	102	-2	2	0.1	-4
CC(CC1CC(C)(C)OC1=O)C(=O)Nc1nncs1 (stereo unspecified)	0	-1	106	0	104	0	107	0	0	0.1	-2
Cc1cc2ccccc2n2c(SCC(=O)N3CCc4ccccc4C3)nnc12	5	0	90	-1	95	0	80	-2	1	1.2	-4
Cc1ccc(NC(=O)CSc2nnnn2C)cc1S(=O)(=O)N(C)C	5	-3	103	-3	103	-1	102	-1	0	4.1	-4
CC1=Nc2ccccc2N=C(NC(=O)c2ccccc2)C1c1ccc(Cl)cc1 (stereo unspecified)	12	0	101	-1	101	-6	99	0	-4	2.8	0
O=C(c1ccco1)N1CCN(c2ncnc3c2[nH]c2ccc(Cl)cc23)CC1	18	-5	95	-4	87	0	88	-2	0	3.5	-1
(list continues)
SMILES	ABCG2 block	Bim-Bcl-XL	RGS8-Gao	Bim-Mcl-1	RGS7-Gao	Bim-Bfl-1	RGS4-Gao reg	Bim-Bcl-W	Bcl-2 Bim block	ABCB1 block	Bcl-B Bim block
Cc1cc(C(=O)OCC(=O)c2cccs2)c2ccccc2n1	10	4	100	-1	99	-2	96	2	0	1.4	0
COc1ccc(CCNC(=O)CN2C(=O)c3ccccc3S2(=O)=O)cc1	0	-16	98	-7	102	-6	101	-8	-5	0.3	-5
Cc1cccc(NC(=O)C2(c3ccccc3)CCOCC2)c1	1	-2	101	0	99	-6	98	1	-3	0.3	-2
CCn1c(SCC(=O)N2CCc3ccccc32)nnc1-c1c[nH]c2ccccc12	2	-9	102	-1	96	-8	101	1	-2	-0.3	-4
CC(C)c1ccc(S(=O)(=O)c2cc3cc(Br)ccc3oc2=O)cc1	0	-9	102	-4	101	-3	101	-8	-3	0.0	-9
CN1CCN(Cc2c(O)ccc3occ(C(=O)c4ccccc4)c23)CC1	3	-7	102	0	98	-2	99	-6	0	1.2	-2
N#C/C(=C\c1ccc(N2CCCCC2)c([N+](=O)[O-])c1)c1nn(-c2ccccc2)c(N)c1C#N	0	-8	103	-6	100	2	101	-4	-1	·	-3
COc1ccccc1N(C)S(=O)(=O)c1ccc(C(=O)O)cc1	2	-1	99	0	?	-8	98	0	-4	1.1	-7
COC(=O)COc1ccc(/C=C2/NC(=O)N(CC(=O)OC)C2=O)cc1	1	-2	99	-2	95	0	101	-1	-1	0.7	-3
CN(C)CCNC(NC(=O)c1cccs1)C(Cl)(Cl)Cl (stereo unspecified)	1	-6	104	0	100	-8	104	-6	-7	0.1	-6
C/C=C(\C)CN1CCN(c2cc(C)ccc2C)CC1	3	-4	102	-4	99	-7	100	-4	-3	1.5	-2
COc1ccc(C(=O)n2ncc(C#N)c2N)cc1	3	0	103	3	98	0	101	1	2	0.9	0
COc1ccccc1C(=O)NNC(=O)CCCN1C(=O)/C(=C/c2cccs2)SC1=S	-13	-6	106	-5	100	0	103	-4	-6	-1.1	-3
COC(=O)c1cc(NS(=O)(=O)c2ccc(NC(C)=O)cc2)cc(C(=O)OC)c1	1	-1	101	0	97	0	99	0	0	0.4	-1
CN1CCN(C(=O)Cn2c(=O)oc3cc(S(=O)(=O)NCc4ccccc4)ccc32)CC1	1	-5	100	-2	102	-12	100	-3	-10	0.4	-8
CC(=O)c1c(C)[nH]c(C(=O)OCn2nnc3ccccc3c2=O)c1C	-3	0	97	0	96	-8	93	-4	-5	-3.4	-6
Cc1cc(C)n2nc(CC#N)c(C#N)c2n1	3	-3	101	0	102	-4	101	1	-1	0.5	-3
Cc1cc2ccccc2n1CCNC(=O)Cc1cccc2ccccc12	1	-5	102	-2	99	-11	100	0	-10	0.0	-10
O=c1c2[nH]c3ccc(F)cc3c2ncn1CCCN1CCOCC1	0	-3	103	0	103	-2	102	1	0	-0.1	-1
CN(C1CC(C)(C)N(O)C(C)(C)C1)S(=O)(=O)CC12CCC(CC1=O)C2(C)C (stereo unspecified)	0	-6	101	-4	?	-8	99	-1	-6	0.0	-7
c1ccc(CN2CCN(CCN3CCn4c3nc3ccccc34)CC2)cc1	4	0	100	0	98	-1	97	-1	-2	0.5	0
CCOc1ccc(-c2[nH]ncc2-c2csc(C)n2)c(O)c1	13	-6	97	-3	98	-8	98	-2	-8	1.4	-7
Cc1ccc(S(=O)(=O)N(C)C)cc1NC(=O)CN1C(=O)NC2(CCCc3ccccc32)C1=O (stereo unspecified)	0	-6	81	-5	91	-8	93	-3	-6	-0.2	-7
CCc1ccc(NC(=O)CSc2nc3ccccc3c(=O)n2CCCN2CCC(C)CC2)cc1	7	0	98	1	101	-4	97	0	0	5.9	-1
CCO[C@@H]1OC(C(=O)NCc2ccccc2)=C[C@H](c2ccc(C(F)(F)F)cc2)[C@H]1CCCO	6	1	109	3	111	1	118	1	3	2.5	3
Next results follow.
SMILES	ABCG2 block	Bim-Bcl-XL	RGS8-Gao	Bim-Mcl-1	RGS7-Gao	Bim-Bfl-1	RGS4-Gao reg	Bim-Bcl-W	Bcl-2 Bim block	ABCB1 block	Bcl-B Bim block
O=C(Oc1cccnc1)c1ccco1	1	-3	102	-2	106	-2	104	-3	-2	0.0	-3
COc1cc(C(=O)NC(CCSC)C(=O)OCC(=O)C(C)(C)C)cc(OC)c1OC (stereo unspecified)	3	-1	101	14	101	-6	99	-3	-3	0.7	-3
O=C1CCCc2nc(N3CCc4ccccc43)ncc21	2	-1	98	2	95	-9	94	-2	-3	0.0	-6
COC(=O)c1ccc(C2/C(=C(\O)c3cccc(OC)c3)C(=O)C(=O)N2CCCN(C)C)cc1 (stereo unspecified)	0	2	103	2	98	0	99	1	5	0.3	0
O=C(CN1C(=O)CCS(=O)(=O)c2ccccc21)Nc1cccc(F)c1	1	-1	99	0	100	0	99	-3	-2	0.2	1
CCOC(=O)c1ccc(NS(=O)(=O)c2ccc3[nH]c(=O)[nH]c3c2)cc1	0	-11	94	-9	100	10	89	-2	-8	-0.2	-20
CCCNCC(O)Cn1c2ccccc2n2c(=O)cc(C)c(C#N)c12 (stereo unspecified)	0	-7	103	-3	106	3	102	-6	2	-0.1	0
Oc1ccc(N=Nc2n[nH]c(-c3ccc(Cl)cc3)n2)cc1	39	-7	98	-2	92	-16	94	-1	-7	0.8	-8
CC(=O)Nc1sc2c(c1C#N)CCCCC2	18	-6	104	-8	103	-18	104	-8	-12	-0.8	-7
O=C(OCCCN=C1NS(=O)(=O)c2ccccc21)c1cccs1	7	-4	101	0	107	-2	101	-1	-2	0.8	-3
Cc1cc(OCCCC(=O)NCCN2C(=O)S/C(=C\c3cccnc3)C2=O)ccc1Cl	18	-5	94	-7	105	3	99	-3	3	·	-1
CC1CC(C)CN(S(=O)(=O)c2cccc3cccnc23)C1 (stereo unspecified)	-5	-3	108	0	105	-13	105	0	-8	-2.3	-5
O=C(OCc1ccc(Cl)cc1Cl)c1ccncc1	8	0	105	0	108	-3	109	-1	-1	0.7	0
COc1ccc(CCNC(=O)COc2ccc(N(C)S(=O)(=O)c3ccc(C)cc3)cc2)cc1OC	11	-8	98	0	95	-12	99	-1	-6	7.2	-6
CC(NC(=O)CCc1nnc(-c2ccc(-c3ccccc3)cc2)o1)c1nc2ccccc2[nH]1 (stereo unspecified)	1	-2	103	0	107	-7	100	0	-4	0.4	-4
O=C(NCCC1=CCCCC1)c1ccc(Cl)c([N+](=O)[O-])c1	42	-4	103	0	101	-6	102	0	-8	1.0	-9
[O-]/C(=C(\C(=S)Nc1ccc(SC(F)F)cc1)[n+]1ccccc1)c1cc(Cl)ccc1Cl	0	-1	100	-2	?	-4	101	0	-2	1.4	-4

Reformatted field by field: part of the list above
compound: O=C(c1ccccc1)c1ccc(COC(=O)c2cnccn2)cc1
  ABCG2 block: 2; Bim-Bcl-XL: -5; RGS8-Gao: 103; Bim-Mcl-1: -1; RGS7-Gao: ?; Bim-Bfl-1: -4; RGS4-Gao reg: 102; Bim-Bcl-W: -2; Bcl-2 Bim block: 2; ABCB1 block: 0.1; Bcl-B Bim block: -4

compound: CN(c1ccccc1)S(=O)(=O)c1ccc(C(=O)N2CCc3ccccc3C2)cc1
  ABCG2 block: 0; Bim-Bcl-XL: 1; RGS8-Gao: 111; Bim-Mcl-1: 0; RGS7-Gao: 114; Bim-Bfl-1: 1; RGS4-Gao reg: 116; Bim-Bcl-W: 2; Bcl-2 Bim block: 3; ABCB1 block: 0.5; Bcl-B Bim block: -1
